Screening data (PubChem)
Pf growth 48h: P. falciparum growth inhibition at 48 hours (one generation) | P. falciparum luciferase growth in erythrocytes, 48 h | Potency, µM (highest dose often 28.7 µM), for inactives: at the highest dose activity change, negative = inhibition, usual class: inhibitors | hit rate 5.9% among 310,000 | AID 504832; further: potency means the concentration at half of the fitted maximal effect; on the % scale 0 is the no-effect control and ±100 the full control effect
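A one-generation exposure of luciferase-tagged malaria parasites in RPMI 1640/Albumax erythrocyte culture, 37 C and 5% CO2. Inhibition is inferred from decreased luminescence after adding detection reagent.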
Pf growth 96h: P. falciparum growth inhibition at 96 hours. P. falciparum luciferase reporter growth, 96 h. Potency, µM (top dose mostly 28.7 µM), inactives show at the highest dose activity change, negative = inhibition, actives largely listed as inhibitors. hit rate 6.9% among 320,000; further: potency means the concentration at half of the fitted maximal effect; on the % scale 0 is the no-effect control and ±100 the full control effect
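Infected RBCs, 2% Hct / 0.05% parasitemia final; luciferase-reporter P. falciparum; cpd 96 h, 37 C, 5% CO2; luciferase detection reagent; luminescence.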
Shiga toxin inh: blocks Shiga toxin action in Vero cells; Vero cells, Shiga toxin protein synthesis inhibition reporter; inhibition, % at 38.7 µM; hit rate 9.2% among 290,000; AID 2315; in the data active means inhibition mostly above about 28%, no sharp cut-off; inactive means mostly below about 43%; further: 0% is about no effect
TbPYK inhibitor: inhibitors of Trypanosoma brucei pyruvate kinase. hit rate 0.12% among 410,000. AID 624173. TbPYK enzyme, Kinase-Glo Plus ATP luminescence, 45 min. Q57TT1. Potency, µM (doses to about 76.8 µM), inactives show at the highest dose activity, negative = inhibition, hits mostly inhibitors; further: potency means the concentration at half of the fitted maximal effect; on the % scale 0 is the no-effect control and ±100 the full control effect; nearly all actives have a fitted effect of over 50% in size
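In this concentration-response screen, enzyme-free wells defined baseline while DMSO plates tracked drift. Each reaction combined TbPYK, substrate, compound and 130 uM ADP for 45 min at room temperature. Kinase-Glo Plus luminescence gave the signal.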
CHX counter: affects cycloheximide protein synthesis inhibition readout, counter-screen; cell reporter, cycloheximide protein synthesis inhibition counterscreen; max response, %; hit rate 12% among 300,000; AID 2314; in the data active means max response mostly above about 13%, no sharp cut-off; inactive means mostly below about 14%; further: read at 38.3 µM for the half of the compounds with a filed dose; 0% is about no effect
LmPK inhibitor: LmPK (Leishmania mexicana) enzyme inhibition. purified LmPK, Kinase-Glo ATP luminescence, 1 h. Potency, µM (doses to about 57.5 µM), without a hit: top-dose activity change, negative = inhibition, most hits filed as inhibitors. hit rate 0.37% among 290,000; further: potency means the concentration at half of the fitted maximal effect; on the % scale 0 is the no-effect control and ±100 the full control effect
Target sequence (Q27686 whole entry, looked up): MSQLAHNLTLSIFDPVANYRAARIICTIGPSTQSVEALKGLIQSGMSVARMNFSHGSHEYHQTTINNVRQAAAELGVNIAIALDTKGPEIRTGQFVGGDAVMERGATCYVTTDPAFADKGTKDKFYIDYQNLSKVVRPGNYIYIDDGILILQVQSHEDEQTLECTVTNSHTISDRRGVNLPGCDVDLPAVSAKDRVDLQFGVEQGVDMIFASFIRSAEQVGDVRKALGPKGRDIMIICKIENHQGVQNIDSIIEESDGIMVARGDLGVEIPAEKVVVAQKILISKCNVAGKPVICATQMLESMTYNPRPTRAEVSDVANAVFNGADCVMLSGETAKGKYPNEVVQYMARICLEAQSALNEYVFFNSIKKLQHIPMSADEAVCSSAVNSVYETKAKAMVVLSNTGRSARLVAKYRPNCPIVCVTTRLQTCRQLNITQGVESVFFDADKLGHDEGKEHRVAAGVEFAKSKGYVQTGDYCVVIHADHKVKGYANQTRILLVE
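Purified LmPK (0.1 nM) with 0.5 mM PEP and 0.1 mM ADP in imidazole buffer pH 7.2 with MgCl2/KCl, 1 h at room temperature. ATP formed was read by luciferase luminescence and normalized to no-enzyme and uninhibited controls.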
AmpC inh no detg: blocks E. coli AmpC beta-lactamase in detergent-free assay; hit rate 0.52% among 330,000; AID 485341; Potency, µM (titrated, usually from 57.1 µM), for inactives: top-dose activity change, negative = inhibition, actives largely listed as inhibitors; P00811; AmpC nitrocefin hydrolysis, absorbance 480 nm, 0.0001% Triton;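 further: potency means the concentration at half of the fitted maximal effect; plate controls were no compound for no effect and no enzyme for full effect; nearly all actives have a fitted effect of over 20% in size; some results filed as inactive show a strong effect at the top dose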
Target sequence (P00811 whole entry, looked up): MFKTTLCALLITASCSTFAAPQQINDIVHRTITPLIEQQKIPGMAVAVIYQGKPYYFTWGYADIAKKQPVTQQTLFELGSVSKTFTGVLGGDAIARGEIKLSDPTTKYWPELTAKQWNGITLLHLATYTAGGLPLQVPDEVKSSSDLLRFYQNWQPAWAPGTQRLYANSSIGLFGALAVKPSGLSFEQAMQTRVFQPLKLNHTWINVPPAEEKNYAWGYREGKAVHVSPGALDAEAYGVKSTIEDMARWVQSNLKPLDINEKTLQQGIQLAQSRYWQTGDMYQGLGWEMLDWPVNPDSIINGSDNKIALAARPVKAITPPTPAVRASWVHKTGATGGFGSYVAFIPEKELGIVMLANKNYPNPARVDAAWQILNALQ
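20 mM phosphate pH 7.0 + 0.01% (detergent screen) or 0.0001% Triton X-100; 5.3 nM AmpC reagent; cpd preinc 15 min RT; nitrocefin (800 uM stock) to start; A480 q20 s × 4 min; Activity was normalised to no-enzyme and no-compound control wells.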
* = called active by the depositor; ? = inconclusive; / = not tested or not shown; [ ] = dose if it differs, or a comment. Unless noted, the call rests on the fitted dose curve; in most records, active means well fitted curve in the direction sought with a large enough effect; inconclusive means small, poorly fitted or top-dose-only effect, or another doubt; inactive means no such curve, though single readings can be large; an effect the other way counts as inactive or inconclusive.

SMILES	Pf growth 48h	Pf growth 96h	Shiga toxin inh	TbPYK inhibitor	CHX counter	LmPK inhibitor	AmpC inh no detg
CCn1cc(C(=O)N(C)c2cc(C)ccc2OC)c2cc(OC)c(OC)cc2c1=O	/	5%	-4	5%	-5	-3%	16%
O=C(NCC(=O)N1CCN(S(=O)(=O)c2cccc(F)c2)CC1)c1ccc(Br)o1	-10%	-16%	/	5%	/	/	1%
CCOc1ccc(CC(=O)C2C(=O)CC(C)(C)CC2=O)cc1OCC	6%	24%	-9	-3%	-1	4%	2%
COC(=O)CCC(=O)N1CCc2cc(S(=O)(=O)N3CCc4ccccc43)ccc21	?	8%	-11	-2%	-3	-2%	100%[activator]
Cc1nc(-c2ccccn2)nc(SCC(=O)c2ccc(F)cc2)c1Cl	?	?	2	-10%	-1	3%	75%[activator]
CC(C)(C)n1nnnc1C(c1cccc(C#N)c1)N1CCC(Cc2ccccc2)CC1 (centres undefined)	2.6µM*	/	9	1%	-2	3%	-19%
Cc1ccc(N2CC(C(=O)Nc3nnc(SCC(=O)Nc4nc(C)cs4)s3)CC2=O)cc1 (centres undefined)	1%	-5%	11	1%	12	-2%	-32%
COc1ccc(CSc2ncnc3sccc23)cc1F	2%	5%	55*	-9%	12	7%	-26%
O=C1C(C=NCCCN2CCCC2=O)=C(O)c2ccccc21	143%[activator]	13µM*	102*	9%	40*	-8%	-20%
CN(CC(=O)NCc1cccnc1)S(=O)(=O)c1cc(Cl)ccc1Cl	-6%	?	/	-10%	/	/	35%
Cc1ccc(C)c(S(=O)(=O)NCC(=O)Nc2ccc3c(c2)OCO3)c1	4%	-1%	-9	-7%	-2	-4%	-34%
CCN(CC)CCCNC(=S)N(CCO)Cc1cc2cc3c(cc2[nH]c1=O)OCO3	26%	?	-5	-2%	-1	-2%	-21%
CCCCNC(=O)CCn1nc(-c2ccccc2)c2ccccc2c1=O	-21%	7%	-9	0%	-3	3%	1%
CC(C)C(=O)Nc1cccc(C(=O)NCc2ccc(S(N)(=O)=O)cc2)c1	1%	-21%	-5	7%	-1	-6%	-34%
CCCCn1c(N)c(N(CCC(C)C)C(=O)c2ccc3c(c2)OCO3)c(=O)[nH]c1=O	-15%	?	/	5%	/	/	-26%
O=C(NCc1ccco1)c1ccc2c(c1)N(Cc1ccccc1)C(=O)CS2	/	?	2	-6%	3	4%	-36%
O=C(O)/C(=C\c1cccc(O)c1)c1ccc(S(=O)(=O)N2CCCC2)s1	14%	?	/	0%	/	/	-15%
O=C(Nc1ccccc1C(=O)N1CCCCC1)c1cccs1	17%	6.6µM*	-9	5%	-1	0%	0%
COc1ccc2cc3cc(C(=O)N(C)C4CCCCC4)oc3nc2c1	-7%	?	77*	-9%	30*	-11%	61%[activator]
Cc1ccc(SCCN2CCN(C)CC2)cc1	5%	?	-7	0%	1	-3%	-4%
O=C(CNc1ccc(F)cc1)c1ccccc1	?	-22%	52	-8%	23*	?	-20%
CC(=O)NC(=O)NC1CSCC1OC(C)=O (centres undefined)	5%	-28%	-9	-10%	-4	-13%	-21%
COc1ccc(S(=O)(=O)N2CCc3ccccc32)cc1C(=O)N1CCN(C=O)CC1	-30%	-27%	/	0%	/	/	-5%
CC(C)(C)NC(=O)NC(=O)COc1ccccn1	14%	/	-5	-10%	-4	6%	-8%
COc1ccccc1CNC(=O)CC(NS(=O)(=O)c1ccc(C)cc1)c1ccco1 (centres undefined)	?	2%	2	-24%	-1	-5%	-53%
Further records
SMILES	Pf growth 48h	Pf growth 96h	Shiga toxin inh	TbPYK inhibitor	CHX counter	LmPK inhibitor	AmpC inh no detg
Cc1ccc(NCC(O)Cn2cnc3c2c(=O)n(C)c(=O)n3C)cc1 (centres undefined)	54%[activator]	2%	-6	0%	-1	-5%	-19%
CCc1nnc(NC(=O)CSc2nnc(C(C)NC(=O)c3ccccc3)n2C)s1 (centres undefined)	-13%	-22%	4	-4%	-7	5%	-10%
CCOC(=O)c1ccc(S(=O)(=O)n2c(=O)oc3ccccc32)cc1	?	-4%	/	-4%	/	/	-30%
Cc1ccc(NC(=O)CNC(=O)OCc2ccccc2)cc1C	7%	-22%	10	3%	8	-8%	-7%
CC1CCN(c2c(NCC3CCC(C(=O)N4CCCC(C)C4)CC3)c(=O)c2=O)CC1 (centres undefined)	/	36%[activator]	-7	-2%	-8	3%	13%
CCC1Nc2ncnc(N3CCOCC3)c2N(Cc2ccccc2)C1=O (centres undefined)	?	29%	/	1%	/	/	1%
O=C(NC1CCCC1)c1ccc(Cl)s1	?	4%	11	-4%	3	-3%	-21%
COC(=O)[C@H]1[C@H](C(=O)OC)[C@@H](C(=O)OC)N(c2ccc(OC)cc2)[C@@H]1C(=O)OC	-7%	-19%	-3	2%	-4	-5%	-18%
Cc1cc(C(=O)N/N=C/c2cccc([N+](=O)[O-])c2O)n[nH]1	-9%	3%	20	6%	18*	-3%	-40%
COc1ccc(N2CCN(C3CCCN(C(=O)CN4CCOC4=O)C3)CC2)cc1 (centres undefined)	5%	13%	-11	5%	-4	-5%	-14%
Cc1ccc(S(=O)(=O)c2nc(-c3ccc(F)cc3)oc2N2CCOCC2)cc1	-21%	100%[activator]	-18	20%	-1	0%	2%
Clc1ccc(OCCOCCOc2cccc3cccnc23)c(Br)c1	2%	-7%	-6	-3%	-2	1%	109%[activator]
CCn1c(SCC(=O)NNC(=O)Cc2ccccc2)nnc1-c1ccncc1	1.5µM*	0.33µM*	-5	-2%	-3	3%	174%[activator]
COc1cc(SC)ccc1C(=O)OCC(=O)NCC(C)C	20%	38%[activator]	32	5%	25*	-1%	-19%
CCOC(=O)c1cccc(NC(=O)C2CCCN(S(=O)(=O)c3cnc[nH]3)C2)c1 (centres undefined)	/	7%	-14	-3%	-6	9%	-13%
O=C1SCCC1NS(=O)(=O)c1ccc([N+](=O)[O-])cc1 (centres undefined)	11%	-8%	-3	-7%	4	-1%	-11%
COc1ccc(NC(=O)C2CCCN2S(=O)(=O)c2ccc3c(c2)CCC(=O)N3)cc1 (centres undefined)	/	?	-9	-3%	-4	-2%	-19%
COCc1cc(N2CCCCC2)nc(-c2ccccc2)n1	1%	-1%	-8	-27%	-2	-5%	14%
O=C(OC1CCOC1=O)c1ccccc1C(=O)c1ccc(Cl)c([N+](=O)[O-])c1 (centres undefined)	?	-41%	/	3%	/	/	-29%
Cn1c(=O)[nH]c2nc[nH]c2c1=O	1%	9%	/	-4%	/	/	-20%
O=c1cc(CO)oc(CN2CCC(Cc3ccccc3)CC2)c1O	4%	-8%	-13	-5%	7	-2%	-1%
CC(NC(=O)c1nn(C)c2c1CS(=O)(=O)c1ccccc1-2)c1ccccc1 (centres undefined)	6%	-7%	-1	8%	-2	1%	-25%
O=C(COC(=O)c1ccccc1NC(=O)c1ccco1)NC1CC1	15%	-3%	-3	1%	6	2%	-25%
NCC12CC3CC(C1)CC(c1ccc(Cl)cc1)(C3)C2	?	18%	-24	-2%	-9	-1%	53%
O=C1CC(=O)N(c2ccccc2F)C(=O)N1	6%	-11%	-4	-9%	0	0%	-21%
Going on with the list.
SMILES	Pf growth 48h	Pf growth 96h	Shiga toxin inh	TbPYK inhibitor	CHX counter	LmPK inhibitor	AmpC inh no detg
Cc1ccc(OCCn2cc(C(=S)N3CCCC3)c3ccccc32)cc1C	?	?	-14	?	7	2%	-26%
C=CCn1c(O)c(N=NC(=S)Nc2ccccc2C)c2cc(S(=O)(=O)N3CCOCC3)ccc21	2.9µM*	13µM*	11	-3%	-3	3%	44%
CCc1ccc(NC(=O)Cn2nnc(C(=O)NCc3ccc(OC)cc3)c2N)cc1	23%	?	6	2%	-3	-2%	-28%
CCN(CC)S(=O)(=O)c1cccc(C(=O)N2CCCCC2)c1	26%	?	-6	-9%	-2	-6%	-13%
Cc1nn(CC(=O)Nc2ccccn2)c(=O)c2ccccc12	6%	4%	10	3%	1	-14%	-10%
CCN1CCN(Cc2cccc(Oc3ccccc3)c2)CC1	/	27%	-8	-12%	-2	-7%	12%
COC(=O)c1ccc(COC(=O)c2ccc(CS(=O)(=O)c3ccc(C)cc3)cc2)cc1	/	-13%	-4	-3%	0	2%	-31%
COc1ccc(C2Nc3ccccc3C(=O)N2c2ccc(C)cc2)cc1Cn1nnc2ccccc21 (centres undefined)	13µM*	?	53*	4%	51*	1%	-27%
CCOc1cc(/C=C2\CCCC(C(=O)C(F)(F)F)=C2O)ccc1O	?	-5%	12	-17%	-3	-3%	-30%
COC(=O)c1ccccc1NC(=O)Nc1cnccn1	25%	103%[activator]	8	/	1	-2%	-25%
Cc1ccc([N+](=O)[O-])c(OCCN2CCc3ccccc3C2)c1	25%	?	30	15%	16*	-6%	20%
C/C(=N\NC(=O)CNC(=O)c1ccc(Br)cc1)c1ccco1	12%	0%	8	0%	10	-14%	-15%
Cc1cc(C)c(C(=O)COC(=O)CCNS(=O)(=O)c2c(Cl)cccc2Cl)cc1C	-6%	-9%	-2	1%	-4	1%	-46%

Eleven compounds out of the list, sorted by length of the SMILES, low to high.
SMILES	Pf growth 48h	Pf growth 96h	Shiga toxin inh	TbPYK inhibitor	CHX counter	LmPK inhibitor	AmpC inh no detg
COC(=O)c1ccccc1NC(=O)Nc1cnccn1	25%	103%[activator]	8	/	1	-2%	-25%
CCN1CCN(Cc2cccc(Oc3ccccc3)c2)CC1	/	27%	-8	-12%	-2	-7%	12%
Cc1nn(CC(=O)Nc2ccccn2)c(=O)c2ccccc12	6%	4%	10	3%	1	-14%	-10%
CCN(CC)S(=O)(=O)c1cccc(C(=O)N2CCCCC2)c1	26%	?	-6	-9%	-2	-6%	-13%
C/C(=N\NC(=O)CNC(=O)c1ccc(Br)cc1)c1ccco1	12%	0%	8	0%	10	-14%	-15%
Cc1ccc([N+](=O)[O-])c(OCCN2CCc3ccccc3C2)c1	25%	?	30	15%	16*	-6%	20%
CCOc1cc(/C=C2\CCCC(C(=O)C(F)(F)F)=C2O)ccc1O	?	-5%	12	-17%	-3	-3%	-30%
CCc1ccc(NC(=O)Cn2nnc(C(=O)NCc3ccc(OC)cc3)c2N)cc1	23%	?	6	2%	-3	-2%	-28%
Cc1cc(C)c(C(=O)COC(=O)CCNS(=O)(=O)c2c(Cl)cccc2Cl)cc1C	-6%	-9%	-2	1%	-4	1%	-46%
COc1ccc(C2Nc3ccccc3C(=O)N2c2ccc(C)cc2)cc1Cn1nnc2ccccc21 (centres undefined)	13µM*	?	53*	4%	51*	1%	-27%
C=CCn1c(O)c(N=NC(=S)Nc2ccccc2C)c2cc(S(=O)(=O)N3CCOCC3)ccc21	2.9µM*	13µM*	11	-3%	-3	3%	44%
